# Screens deposited in PubChem BioAssay by National Center for Advancing Translational Sciences (NCATS).
# Tau fluor cs: counter-screen for tau fibril formation inhibitors | hit rate 0.93% among 280,000 | Potency, µM (top dose mostly 57.7 µM), for inactives: at the top dose activity change, negative = decrease | tau K18 P301L Alexa594 fluorescence, heparin fibrillization; also: % is scaled to controls: 0 for no effect and ±100 for the full control effect; nearly all actives have a fitted effect of over 55% in size
#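 Human K18 P301L tau (15 uM unlabeled plus 0.24 uM Alexa 594-labeled, final) in 100 mM sodium acetate pH 7 was mixed with compound and 20 uM heparin and incubated 6 hr at 37 C.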
# HttQ103 aggreg: mutant huntingtin aggregation inhibition. PC12 HttQ103-GFP aggregates, Acumen cytometry, 40 h. Potency, µM (doses to about 46.1 µM), without a hit: at the top dose activity change, negative = inhibition, usual class: inhibitors. hit rate 1.1% among 220,000; also: % is scaled to controls: 0 for no effect and ±100 for the full control effect; nearly all actives have a fitted effect of over 60% in size
#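 PC12 cells with ecdysone-inducible HTT exon1 Q103-GFP, induced by 100 nM tebufenozide, given compounds in a concentration series. GFP aggregates (1–25 um, 6 SD above background) counted in lysates by laser-scanning cytometry, 488 nm excitation.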
# HTT ATP protect: cytoprotection in Huntington HTT-Q103 PC12 cell model. PC12 HTT-Q103 induced, cytoprotection, ATP luminescence, 40 h. Potency, µM (doses to about 56.4 µM), without a hit: cytoprotection (ATP increase), hits mostly activators. hit rate 0.14% among 230,000;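 also: % of control where 0% means no effect; nearly all actives have a fitted effect of over 45% in size; toxic huntingtin expression switched on by the ecdysone agonist tebufenozide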
#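 Compounds were screened for protection of PC12 cells against cell death after tebufenozide induction (100 nM final) of mutant Huntingtin exon 1 (Q103) fused to GFP.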
# SMN2 splice up: SMN2 splice variant enhancement | HEK293 SMN2-luciferase splicing reporter, luminescence, 30-36 h | hit rate 2.8% among 210,000 | Potency, µM (highest dose often 46.1 µM), inactives show top-dose activity change, positive = activation, actives largely listed as activators; also: % of control where 0% means no effect; nearly all actives have a fitted effect of over 55% in size
#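 qHTS luciferase splicing reporter: luminescence rises when SMN2 exon 7 is included in transfected HEK293 cells. Compound exposure lasted 30-36 h at 37C, with 4.5 mM final sodium butyrate as control, followed by a ONE-Glo read.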
# Tau FP inhib: blocks human tau fibril formation measured by polarization; hit rate 0.39% among 280,000; Potency, µM (doses to about 57.7 µM), for the others: at the highest dose activity, negative = inhibition, hits mostly inhibitors; P10636; K18 P301L tau heparin fibrillization, Alexa594 FP, 6 h; also: % is scaled to controls: 0 for no effect and ±100 for the full control effect; nearly all actives have a fitted effect of over 55% in size
# Target sequence (P10636 561-689 P618L limits assumed): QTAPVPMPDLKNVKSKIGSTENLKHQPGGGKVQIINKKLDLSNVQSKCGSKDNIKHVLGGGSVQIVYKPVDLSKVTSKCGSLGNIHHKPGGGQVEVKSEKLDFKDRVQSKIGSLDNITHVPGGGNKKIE
#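 Compound effects on tau fibrillization are measured by Alexa 594 fluorescence polarization (ex 555, em 632 nm). K18 P301L tau is used at 15 uM with 0.24 uM labeled tracer, and 20 uM heparin induces aggregation over 6 hr at 37 C.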
# Tau fibril ThT: blocks human tau fibril formation measured by thioflavin T; AID 1460; hit rate 2.1% among 270,000; Potency, µM (doses to about 57.4 µM), inactives show top-dose activity, negative = inhibition, most hits filed as inhibitors; recombinant tau K18 P301L (four-repeat tau fragment), heparin-induced fibrillization, ThT fluorescence; P10636; also: % is scaled to controls: 0 for no effect and ±100 for the full control effect; nearly all actives have a fitted effect of over 55% in size
#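 Recombinant human tau K18 fragment […] carrying P301L, 15 uM unlabeled plus 0.24 uM Alexa 594-labeled, was fibrillized with 20 uM heparin in 100 mM sodium acetate pH 7 for 6 hr at 37 C; 30 uM ThT fluorescence read after 1 hr.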
# KDM4E inh: inhibitors of human JMJD2E histone demethylase; B2RXH2; JMJD2E catalytic domain, FDH-coupled NADH fluorescence (FDH is formaldehyde dehydrogenase); Potency, µM (titrated, usually from 57.1 µM), for inactives: at the top dose activity change, negative = inhibition, most hits filed as inhibitors; hit rate 1.6% among 230,000; AID 2147; active = well fitted inhibition curve with a large enough effect, not every such curve was filed as active; inconclusive = small, poorly fitted or top-dose-only effect, or another doubt; inactive = no such curve, though single readings can be large or run the other way;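 also: 0% = wells with enzyme and -100% = buffer wells without enzyme; nearly all actives have a fitted effect of over 50% in size; many of its hits are not listed in these tables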
# Target sequence (B2RXH2 1-337 limits assumed): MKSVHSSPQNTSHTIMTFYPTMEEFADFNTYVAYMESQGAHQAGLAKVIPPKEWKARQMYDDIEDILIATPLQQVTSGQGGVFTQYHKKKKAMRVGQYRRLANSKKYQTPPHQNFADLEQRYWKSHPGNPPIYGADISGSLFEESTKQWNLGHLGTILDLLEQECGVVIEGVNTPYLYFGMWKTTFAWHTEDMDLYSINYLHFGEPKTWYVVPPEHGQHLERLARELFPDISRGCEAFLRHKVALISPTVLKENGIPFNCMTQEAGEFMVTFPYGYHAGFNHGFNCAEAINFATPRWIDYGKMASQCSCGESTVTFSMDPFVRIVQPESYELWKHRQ
# ALDH1A1 block: blocks purified human ALDH1A1 activity | Potency, µM (highest dose often 75.3 µM), inactives show top-dose activity, negative = inhibition, usual class: inhibitors | hit rate 7.3% among 220,000 | Purified ALDH1A1, NADH fluorescence, propionaldehyde substrate | P00352; active = well fitted inhibition curve with a large enough effect, not every such curve was filed as active; inconclusive = small, poorly fitted or top-dose-only effect, or another doubt; inactive = no such curve, though single readings can be large or run the other way;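 also: plate controls were no enzyme wells and a reference inhibitor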
# Target sequence (P00352 whole entry, looked up): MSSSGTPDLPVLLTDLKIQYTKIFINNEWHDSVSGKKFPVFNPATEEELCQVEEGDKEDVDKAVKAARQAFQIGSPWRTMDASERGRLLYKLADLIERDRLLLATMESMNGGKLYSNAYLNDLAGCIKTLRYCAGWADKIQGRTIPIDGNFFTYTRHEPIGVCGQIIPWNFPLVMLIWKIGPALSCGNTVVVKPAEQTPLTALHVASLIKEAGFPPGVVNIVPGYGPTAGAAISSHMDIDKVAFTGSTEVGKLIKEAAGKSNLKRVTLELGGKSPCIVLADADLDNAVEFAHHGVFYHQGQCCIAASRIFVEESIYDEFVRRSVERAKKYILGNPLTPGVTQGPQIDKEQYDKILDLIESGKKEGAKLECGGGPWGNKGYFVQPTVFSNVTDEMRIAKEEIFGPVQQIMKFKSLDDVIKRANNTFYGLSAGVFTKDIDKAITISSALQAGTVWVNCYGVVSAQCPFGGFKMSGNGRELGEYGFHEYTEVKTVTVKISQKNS
# * hit, by the source's call; ? = inconclusive; . = not tested or not shown; [ ] = another dose, or the depositor's remark. Unless noted, calls follow the shape of the dose curve; as a rule, active = well fitted curve in the direction sought with a large enough effect; inconclusive = small, poorly fitted or top-dose-only effect, or another doubt; inactive = no such curve, though single readings can be large; an effect the other way counts as inactive or inconclusive. Potency is read from the fitted curve at half-maximal effect. Some of the compounds tested; rates above refer to the full screens.
SMILES,Tau fluor cs,HttQ103 aggreg,HTT ATP protect,SMN2 splice up,Tau FP inhib,Tau fibril ThT,KDM4E inh,ALDH1A1 block
CN(/N=C/c1ccc(Cl)cc1Cl)c1ncc(Cl)cc1C(F)(F)F,1%,-14%[9.22 µM],0%[10 µM],.,1%,-6%,-11%,-2%
COc1ccc(OC)c(-c2cc(C3CCN(c4ncccc4[N+](=O)[O-])CC3)[nH]n2)c1,-5%,16%,-1%,-54%[inhibitor],1%,-15%,-2%,?
CCOCC(=O)Nc1cc(C(=O)OC)ccc1C(=O)OC,-8%,14%,2%,4%,?,-1%,?,?
CCSc1nc2c(c(=O)[nH]1)C(C(C)C)C(C#N)=C(N)O2 (stereo unspecified),-4%,25%,-14%,2%,-1%,-8%,-17%,-11%
C/C(=N\O)C(C)(C)Nc1cccc(Br)c1,-4%,9%[9.22 µM],14%[10 µM],.,-15%,2%,-3%,.
CN(Cc1ccon1)Cc1cn(C)nc1-c1cccc(Cl)c1,-10%[2.34 µM],-19%[9.22 µM],-75%[inhibitor][10 µM],.,3%,7%,0%,-6%
CCN(CC)CCCC(C)NC(=O)c1cc(=O)c2ccccc2o1 (stereo unspecified),0%,5%,30%,14%,2%,-4%,-10%,9%
CCC(O)(CC)C(=O)N/N=C/c1cc(Br)cc(Br)c1O,-13%,-19%[9.22 µM],13%[10 µM],.,-4%,?,?,.
C/C=C\C=C/C(=O)Nc1cccc(C2=NOC3(C2)C[C@H](C(N)=O)N(C(=O)CC)C3)c1 (stereo partly specified),11%,-16%[9.22 µM],-1%[10 µM],.,-3%,-3%,8%,.
O=C(Cc1coc2ccc3ccccc3c12)Nc1nccs1,-29%,-27%,0%,-11%,?,-15%,?,-1%
CCOC(=O)c1ccc(NC(=S)NN2CCN(C)CC2)cc1,-1%,-19%,-21%,-13%,-1%,-4%,2%,2%
COC(=O)c1ccccc1S(=O)(=O)N1CCC(C(=O)OCC(=O)NCC(F)(F)F)CC1,7%,-7%,-20%,-4%,2%,9%,0%,3%
Cc1c(S(=O)(=O)c2ccccn2)c(N)n(Cc2ccccc2Cl)c1C,-15%,-18%[9.22 µM],-9%[10 µM],.,2%,.,?,.
O=C1NC(=O)C(c2cn(-c3ccccc3)nc2-c2ccc(F)cc2)N1 (stereo unspecified),-3%,-12%,-14%,2%,0%,4%,-9%,4%
CCc1nc(Nc2ccc3c(c2)OCCO3)c2oc3ccccc3c2n1,?,-4%[9.22 µM],-10%,-42%[inhibitor],5%,?,?,25µM*
O=C(Nc1nc(-c2ccc3c(c2)OCCO3)cs1)c1ccc(S(=O)(=O)N2CCCCC2)cc1,-23%,-32%,-2%,-76%[inhibitor],?,-7%,?,?
O=C(COc1ccccc1)Nc1ccc2c(c1)C(=O)N(CC1CCCO1)C2=O (stereo unspecified),-12%,7%,-25%,-15%,7%,-12%,?,?
O=C(CCCCC(=O)NCc1cccs1)NCc1cccs1,4%,-11%,-8%[10 µM],7%,2%,0%,-4%,3%
COc1cc2c(cc1NC(=O)COc1cc(C)ccc1C)oc1ccccc12,0%,.,.,2%,3%,?,.,.
Cc1ccc(CN2CCNC(=O)C2CC(=O)N(C)CCc2ccccc2)cc1 (stereo unspecified),1%,2%,21%,.,-5%,-1%,3%,-1%
N#Cc1ccc(NC2=NS(=O)(=O)c3ccccc32)cc1,-9%,.,.,9%,?,-4%,.,.
O=c1[nH]c2ccc(NC(=S)NC3CCCCC3)cc2[nH]1,?,0%,-18%,.,-2%,?,3%,-6%
Cc1cc(C)cc(NC(=O)COC(=O)c2n[nH]c3ccccc23)c1,-22%,-2%,-35%,26%,-14%,-19%,2%,20%
CC1CCN(c2ccc(C(=O)NCc3cccs3)cn2)CC1,0%,-12%,-45%[inhibitor][10 µM],15%,0%,-6%,-28%,?
COC(=O)C1(C(=O)OC)NOC2C(=O)N(c3ccccc3)C(=O)C21 (stereo unspecified),-7%,15%,-2%[10 µM],-1%,5%,-10%,-2%,4%
O=C(NCCc1ccc(Cl)cc1)c1ccc2c(c1)N(Cc1ccc(Cl)cc1)C(=O)CS2,-23%,.,.,-11%,-14%,-5%,.,.
COC(=O)CNC(=O)C(C)NC(=O)OCc1ccccc1 (stereo unspecified),-2%,-24%,2%,-2%,1%,6%,3%,14%
COc1ccc2c(c1)c(C(O)CN1CCN(Cc3ccc4c(c3)OCO4)CC1)c(C)n2C (stereo unspecified),?,?,-71%[inhibitor],-11%,?,?,?,?
CC(C)NS(=O)(=O)c1ccc(NC(=O)C(C)Oc2ccc(C(=O)c3ccccc3)cc2)cc1 (stereo unspecified),?,?,.,-29%,-13%,-6%,6%,?
CCCNC(=O)c1nc(C)c(C)nc1C(=O)Nc1cccc(Cl)c1,4%,3%,-5%[10 µM],15%,-4%,8%,2%,6%
CCc1cc2c(=O)c(-c3nc4ccccc4n3C)coc2c(CN2CCN(C)CC2)c1O,-11%,-11%,1%,-18%,8%,-17%,?,?
CCC(=O)N(Cc1ccco1)Cc1cc2cc3c(cc2[nH]c1=O)OCO3,-12%,6%[9.22 µM],2%[10 µM],.,-6%,-12%,?,?
COc1cccc(C2CC(c3cccs3)=NN2C(=O)CSc2nc3c(cnn3-c3ccc(F)cc3)c(=O)[nH]2)c1OC (stereo unspecified),-18%,-8%,.,-1%,-4%,?,-3%,?
CC(C)(C)N/C=C(\C#N)S(=O)(=O)c1ccc(Br)cc1,4%,14%[9.22 µM],9%[10 µM],.,3%,2%,-7%,.
CC1(C)CC(=O)C=C(NCc2ccccc2)C1,-2%,0%,2%,-5%,-6%,-8%,1%,11%
Cc1nc(NNC(=O)c2ccc(Cl)cc2Cl)cc(-c2ccccc2)n1,-16%,-17%,-4%,-6%,-3%,-20%,1%,4%
COC(=O)c1sc2nc(C)cc(-c3ccccc3)c2c1N,-21%,29%,-25%[1.9 µM],-8%,-10%,?,?,?
Cc1ccc(CN(C)CC(=O)Nc2cccc([N+](=O)[O-])c2)o1,-8%,-16%,-16%,-13%,3%,-5%,2%,-13%
Cc1ccc(S(=O)(=O)/C(C#N)=C/c2c(N3CCN(C)CC3)nc3c(C)cccn3c2=O)cc1,-18%,-3%,-10%,1%,15%,?,?,?
CNS(=O)(=O)c1cc(O)c2c(S(=O)(=O)NC)cccc2c1,-7%,-17%,19%,20%,-7%,-6%,3%,8%

# One compound at a time, from the list above. Order of screens: Tau fluor cs	HttQ103 aggreg	HTT ATP protect	SMN2 splice up	Tau FP inhib	Tau fibril ThT	KDM4E inh	ALDH1A1 block
# Record of COC(=O)c1sc2nc(C)cc(-c3ccccc3)c2c1N : -21%	29%	-25%[1.9 µM]	-8%	-10%	?	?	?
# Record of CCC(=O)N(Cc1ccco1)Cc1cc2cc3c(cc2[nH]c1=O)OCO3 : -12%	6%[9.22 µM]	2%[10 µM]	.	-6%	-12%	?	?

# (cont.)
SMILES,Tau fluor cs,HttQ103 aggreg,HTT ATP protect,SMN2 splice up,Tau FP inhib,Tau fibril ThT,KDM4E inh,ALDH1A1 block
CCCCN(C(=O)CC(c1ccccc1)c1ccccc1)c1c(N)n(CCC)c(=O)[nH]c1=O,-4%,-14%,3%[10 µM],.,-2%,-5%,-1%,4%
CCOC(=O)C1CCN(Cc2oc(CO)cc(=O)c2O)CC1,0%,18%[9.22 µM],6%,-25%,-6%,2%,4%,15%
O=C(O)CCN1C(=O)c2ccc(NC(=O)CSc3ccccc3)cc2C1=O,0%,-1%,-11%[10 µM],10%,-3%,5%,-5%,?
COC(=O)Cn1c(=NC(=O)c2nc3ccccc3s2)sc2cc(S(N)(=O)=O)ccc21,-13%,23%,1%[10 µM],-20%,-11%,-12%,?,?
CC(c1ccccc1)N1CC(C(=O)N2CCN(c3ccc(F)cc3)CC2)CC1=O (stereo unspecified),-5%,12%,-4%,-5%,0%,-5%,2%,-3%
O=C(NCc1cccnc1)/C(=C/c1ccccc1)NC(=O)c1ccccc1,-2%,-14%[9.22 µM],25%[10 µM],-11%,-6%,-4%,9%,6%
c1ccc(-c2nnc(-c3c[nH]c4ccccc34)nc2-c2ccccc2)cc1,?,12%,2%,-30%,?,-12%,-14%,-4%
CCCCN(CC)S(=O)(=O)c1ccc(C(=O)N=c2sc3cc(NC(C)=O)ccc3n2C)cc1,-5%,12%,-50%[inhibitor][10 µM],.,-6%,1%,2%,?
CCOc1ccc(-c2noc(CSc3nnc(-c4ccccc4)n3-c3ccccc3)n2)cc1,-5%,.,.,-15%,5%,3%,.,.
CCCCCOc1ccccc1Cn1c(=O)oc2ccc(C)cc21,-8%,.,.,-8%,-10%,-13%,.,.
CCN(CC)CCC(c1ccc2c(c1)OCO2)c1c(O)cc(OC)cc1OC (stereo unspecified),-9%,-8%[9.22 µM],-19%[10 µM],.,0%,-18%,-8%,.
COc1ccccc1C1=NN(C(=S)Nc2ccccc2)C(c2ccco2)C1 (stereo unspecified),-28%,7%,-17%,?,-8%,-3%,-4%,?
CCn1c(-c2ccsc2)nc2c1c(=O)[nH]c(=O)n2Cc1ccccc1,-3%,-12%,-17%[0.074 µM],-8%,-1%,-4%,?,-9%
O=C(Nc1cccc2ccccc12)C12CC3CC(C1)CC(n1cnc([N+](=O)[O-])n1)(C3)C2,-11%,-16%,-9%,-25%,5%,-10%,0%,1%
Cc1cc(N2CCCC2)ccc1/C=N/n1cnnc1,-29%,4%[9.22 µM],-13%[10 µM],-17%,-5%,7.1µM*,?,?
Cc1ccc2cc(/C=N/NC(=O)CN3CCCCC3)c(Cl)nc2c1,1%,18%,-23%,-11%,-2%,-4%,-16%,?
COc1ccc(C(=O)Nc2ccccc2)cc1S(=O)(=O)Nc1ccc(Br)cc1,-30%,.,.,-2%,?,11%,.,.
Cc1ccc(S(=O)(=O)N2CCC(C(=O)N3CCC[C@H]3C(=O)NCc3ccccc3)CC2)cc1,-9%,-10%,-14%[0.074 µM],8%,-8%,-9%,18%,3%
COc1cccc(-c2nn(C)c3sc(C(=O)N4CCN(c5ccccn5)CC4)cc23)c1,-11%,?,-69%[inhibitor],-47%[inhibitor],4%,-15%,?,-12%
